All columns: NCI-60 one-dose screen, growth in % after 48 h at 10 µM unless noted; 100 = growth as untreated, 0 = no growth, -100 = all killed.
HOP-92 = HOP-92 NSCLC cells; actives 6.3% (n = 71,000)
A549/ATCC = A549/ATCC NSCLC; actives 3.7% (n = 81,000); AID 1794740
EKVX = EKVX NSCLC; actives 3% (n = 71,000); AID 1794765
SK-MEL-2 = SK-MEL-2 melanoma; actives 4.7% (n = 77,000); AID 1794763
HOP-62 = HOP-62 NSCLC; actives 3.9% (n = 80,000)
M14 = M14 melanoma; actives 6.2% (n = 80,000); AID 1794745
SK-MEL-28 = SK-MEL-28 melanoma; AID 1794761; actives 4.1% (n = 81,000)
SK-MEL-5 = SK-MEL-5 melanoma; actives 6.4% (n = 80,000)
Numbers without * were called inactive; nt = not tested or not shown. Rule for the calls: active = growth percent below 10; inactive = the rest.

SMILES	HOP-92	A549/ATCC	EKVX	SK-MEL-2	HOP-62	M14	SK-MEL-28	SK-MEL-5
CC(C)(C)NCC(O)c1ccc(O)c(CO)c1 (stereo unspecified)	74	101	95	114	112	100	111	101
O=c1[nH]c(-c2ccc(Cl)cc2)cn1-c1ccc(-n2cc(-c3ccc(Cl)cc3)[nH]c2=O)cc1	99	93	109	96	100	99	101	101
N=C1CC(=O)NN1c1nc(Nc2ccccc2)nc(Nc2ccc(S(N)(=O)=O)cc2)n1	106	98	97	104	103	98	106	100
O=C(CN1CCN(c2cc3c(cc2F)c(=O)c(C(=O)O)cn3C2CC2)CC1)Nc1ccc(C(=O)/C=C/c2ccccc2)cc1	15	4.1*	nt	54	59	32	86	14
Oc1ccc(/C=C\c2cnccn2)cc1	129	109	123	103	115	nt	110	87
NS(=O)(=O)c1ccc(CCn2c(=S)[nH]c3ccccc3c2=O)cc1	87	96	113	94	111	104	114	98
CC(=O)Nc1ccccc1OC(=O)NC(C)(C)C	122	96	107	111	105	105	101	98
CC1OCOC1C1OCOCC1OC(=O)c1ccccc1 (stereo unspecified)	105	95	99	93	86	102	101	104
COc1cc([N+](=O)[O-])ccc1N	96	97	124	105	108	97	103	97
COc1ccc(C(=O)N2N=C(c3ccc(F)cc3)CC2c2cn(-c3ccccc3)nc2-c2ccccc2)cc1 (stereo unspecified)	nt	41	71	75	41	55	72	91
O=C(Nc1ccncc1)C(=O)c1cn(S(=O)(=O)c2ccc(F)cc2)c2ccccc12	nt	82	52	11	36	14	56	18
Cc1ccccc1N=P(c1ccccc1)(c1ccccc1)c1ccccc1	49	nt	nt	100	103	98	101	94
C=CCn1c(-c2ccc(/C=C/c3ccc(-c4nc5ccccc5[nH]4)cc3)cc2)nc2ccccc21	95	99	85	91	99	101	110	79
O=C(N[C@@H](CO)[C@H](O)c1ccc([N+](=O)[O-])cc1)C(Cl)Cl	100	nt	101	102	99	97	108	86
O=C(NCn1c(=O)[nH]c2ccccc2c1=O)Nc1ccc(O)cc1	108	101	97	113	103	125	107	99
Cc1ccc(C2=NN(c3ccc(S(N)(=O)=O)cc3)C(c3cn(-c4ccccc4)nc3-c3ccccc3)C2)cc1 (stereo unspecified)	28	65	nt	90	105	96	116	100
CC(C)CC(Nc1nc(-c2ccccc2)cs1)c1cn(C)c2ccccc12 (stereo unspecified)	65	73	nt	95	104	85	99	85
CCOc1ccc(C(=O)NC(=S)Nc2ccc(C(=O)NO)cc2)cc1	92	106	97	108	104	97	109	98
CC(C)C1C2=C(NCCN1C(=O)Cc1ccccc1)C(C)(C)N(Cc1ccccc1)C2=O (stereo unspecified)	94	100	94	94	92	103	104	104
C=C(C)[C@@H]1CC[C@]2(C)[C@H](C(=O)C=C3[C@@H]4C[C@](C)(C(=O)OC)CC[C@]4(C)CC[C@]32C)[C@@]1(C)CC/C(N)=N/O	102	99	101	108	113	96	106	88
N#C/C(=C\c1ccc(F)cc1)c1cc2ccccc2[nH]1	91	96	60	103	101	101	113	97
C=CCNc1ccc2c3c(cccc13)C(=O)N(c1cccc(-c3nn(-c4ccccc4)cc3-c3nc4ccccc4s3)c1)C2=O	87	106	90	99	109	106	104	90
Cc1ccc(Cl)c(NS(=O)(=O)c2ccc(-c3cnc(C4CC4)o3)cc2)c1	74	27	31	57	43	2.1*	54	26
CCOC(=O)c1cn2c3c(cc(C)cc3c1=O)C(=O)/C(=C/c1cccc(Cl)c1Cl)C2	83	99	113	83	90	115	nt	95
COc1ccc2nc(-c3ccc(Cl)cc3)cc(C(=O)N3N=C(c4ccc(N)cc4)CC3c3ccccc3)c2c1 (stereo unspecified)	59	47	36	43	42	39	62	39
O=S(=O)(O)c1ccc(O)c2ncccc12	nt	109	107	107	101	96	96	92
COc1cccc(Nc2nc(SC)nc(-c3cccc(N)c3)c2C#N)c1	97	97	84	105	91	101	105	98
COc1ccc(-c2nc(C#N)c(N3CCC(S(=O)(=O)N4CCOCC4)CC3)o2)cc1	99	98	105	102	99	109	99	97
Nc1ccc2c(=O)[nH][nH]c2c1	nt	103	96	109	99	94	110	97
CCOC(=O)Oc1c(Cl)c(Cl)c(Cl)c(Cl)c1Cl	97	93	97	101	89	94	111	101
COc1cccc2c1Cc1ccccc1-2	106	107	102	110	113	102	115	100
C=CCN1C(=O)c2cccc3c(NCCO)ccc(c23)C1=O	79	110	83	112	99	105	115	101
O=c1[nH]c2c3cccnc3cc(-c3cccc(Cl)c3)c2c2ncccc12	93	86	87	nt	102	122	95	72
CC(C)CNCC(O)COc1ccc(C(C)(C)c2ccc(OCC(O)CNCC(C)C)cc2)cc1 (stereo unspecified)	20	37	69	-6.1*	64	-57*	-60*	-95*
CC(=O)NC(C)(C)CC(C)(C)C	109	102	110	106	103	111	116	105
CCOc1ccc(NC(=S)NC2CCCCCCCCCCC2)cc1	nt	79	nt	79	101	97	100	90
CCOC(=O)c1c[nH]c(/C=N/O)c1C	100	99	93	113	98	99	108	107
O=C1CC(c2ccccc2)C(=O)N2C(=O)CC(c3ccccc3)C(=O)N12 (stereo unspecified)	105	95	118	109	111	102	105	nt
CC(N=C1Nc2ccc(Br)cc2S(=O)(=O)N1)c1ccccc1 (stereo unspecified)	97	98	104	109	105	nt	95	103
COc1ccc(N=C2c3ccccc3-c3ccc([N+](=O)[O-])cc32)cc1	93	72	77	121	106	110	112	nt

Two of the compounds above, field by field.
mol: CCOc1ccc(NC(=S)NC2CCCCCCCCCCC2)cc1
  HOP-92: nt
  A549/ATCC: 79
  EKVX: nt
  SK-MEL-2: 79
  HOP-62: 101
  M14: 97
  SK-MEL-28: 100
  SK-MEL-5: 90

mol: CCOC(=O)c1c[nH]c(/C=N/O)c1C
  HOP-92: 100
  A549/ATCC: 99
  EKVX: 93
  SK-MEL-2: 113
  HOP-62: 98
  M14: 99
  SK-MEL-28: 108
  SK-MEL-5: 107

More records
SMILES	HOP-92	A549/ATCC	EKVX	SK-MEL-2	HOP-62	M14	SK-MEL-28	SK-MEL-5
CC1=CC(C)(C)NC(=S)N1c1ccccc1	97	99	100	103	97	97	103	101
NNC(=S)Nc1ccc(S(=O)(=O)Nc2ccc(Cl)nn2)cc1	102	103	104	108	100	112	105	101
CCOC(=O)Cc1csc(NCc2ccccc2)n1	109	94	109	102	106	103	106	109
NN=C(c1ccc(Cl)cc1)c1ccc(Cl)cc1	97	82	108	121	108	106	117	107
O=C(Nc1ccc(Cl)c(Cl)c1)Nc1nnc2ccc(N3CCOCC3)nn12	67	79	86	102	87	84	97	83
COc1ccc([N+](=O)[O-])cc1NS(=O)(=O)c1ccc(C)cc1	82	100	97	99	96	106	104	94
O=C(Cn1ccnc1)Nc1ccc(-c2nc3ccccc3s2)cc1	76	70	61	nt	84	94	105	39
CCOC(=O)c1ccc(/C=C/c2ccccc2)cc1	75	87	96	nt	104	93	92	92
CC(C)(C)CC(C)(C)N1CN(C(C)(C)CC(C)(C)C)CP(c2ccccc2)C1	96	92	96	101	100	92	96	97
CCOC(=O)c1ccc2c(c1)nc(-c1ccc(OC)cc1)n2C1CCCCC1	89	77	103	93	99	106	103	95
Cc1ccccc1NCc1ccccc1	59	112	96	110	109	106	115	101
CC(=O)c1cccc(Nc2ncnc3c2cnn3-c2ccccc2)c1	69	96	nt	93	106	89	113	87
Brc1ccc(-c2nc3ccccc3s2)cc1	98	106	75	105	nt	98	109	94
Cc1ccc(-c2nn(-c3ccccc3)cc2/C=C/C(=O)c2cc3ccccc3oc2=O)cc1	78	99	90	103	98	92	95	92
O=C1OCC2=C1C(c1cccc(C(F)(F)F)c1)c1cc3c(cc1N2CCO)OCO3 (stereo unspecified)	51	29	50	24	33	2.3*	57	20
O=C(c1ccc(Cc2n[nH]c(=O)c3cccnc23)cc1)N1CCN(c2ccc(Cl)cc2)CC1	101	95	92	107	99	103	85	69
CC1(CN2CCCC2)CCC(NC(=O)C(c2ccccc2)c2ccccc2)C(C)(C)O1 (stereo unspecified)	71	96	nt	106	106	100	106	95
O=C1Nc2ccccc2/C1=C/c1cccs1	75	95	73	110	83	97	102	86
Cc1ccc(S(=O)(=O)OC[C@@]2(C)CC[C@]3(C)CC[C@]4(C)C(=CC[C@@H]5[C@@]6(C)CCCNC(C)(C)[C@@H]6CC[C@]54C)[C@@H]3C2)cc1	-71*	-76*	9.6*	-59*	-83*	-68*	56	40
OCCCOc1ccccc1	89	92	nt	93	94	104	110	103

Some of these compounds in order of number of heavy atoms, lowest first:
SMILES	HOP-92	A549/ATCC	EKVX	SK-MEL-2	HOP-62	M14	SK-MEL-28	SK-MEL-5
Nc1ccc2c(=O)[nH][nH]c2c1	nt	103	96	109	99	94	110	97
CC(=O)NC(C)(C)CC(C)(C)C	109	102	110	106	103	111	116	105
O=S(=O)(O)c1ccc(O)c2ncccc12	nt	109	107	107	101	96	96	92
NN=C(c1ccc(Cl)cc1)c1ccc(Cl)cc1	97	82	108	121	108	106	117	107
N#C/C(=C\c1ccc(F)cc1)c1cc2ccccc2[nH]1	91	96	60	103	101	101	113	97
CC1OCOC1C1OCOCC1OC(=O)c1ccccc1 (stereo unspecified)	105	95	99	93	86	102	101	104
NNC(=S)Nc1ccc(S(=O)(=O)Nc2ccc(Cl)nn2)cc1	102	103	104	108	100	112	105	101
O=C(Cn1ccnc1)Nc1ccc(-c2nc3ccccc3s2)cc1	76	70	61	nt	84	94	105	39
CC(=O)c1cccc(Nc2ncnc3c2cnn3-c2ccccc2)c1	69	96	nt	93	106	89	113	87
Cc1ccc(Cl)c(NS(=O)(=O)c2ccc(-c3cnc(C4CC4)o3)cc2)c1	74	27	31	57	43	2.1*	54	26
O=C(Nc1ccc(Cl)c(Cl)c1)Nc1nnc2ccc(N3CCOCC3)nn12	67	79	86	102	87	84	97	83
CCOC(=O)c1ccc2c(c1)nc(-c1ccc(OC)cc1)n2C1CCCCC1	89	77	103	93	99	106	103	95
O=C1OCC2=C1C(c1cccc(C(F)(F)F)c1)c1cc3c(cc1N2CCO)OCO3 (stereo unspecified)	51	29	50	24	33	2.3*	57	20
O=c1[nH]c(-c2ccc(Cl)cc2)cn1-c1ccc(-n2cc(-c3ccc(Cl)cc3)[nH]c2=O)cc1	99	93	109	96	100	99	101	101
Cc1ccc(-c2nn(-c3ccccc3)cc2/C=C/C(=O)c2cc3ccccc3oc2=O)cc1	78	99	90	103	98	92	95	92
C=CCn1c(-c2ccc(/C=C/c3ccc(-c4nc5ccccc5[nH]4)cc3)cc2)nc2ccccc21	95	99	85	91	99	101	110	79
COc1ccc(C(=O)N2N=C(c3ccc(F)cc3)CC2c2cn(-c3ccccc3)nc2-c2ccccc2)cc1 (stereo unspecified)	nt	41	71	75	41	55	72	91
O=C(CN1CCN(c2cc3c(cc2F)c(=O)c(C(=O)O)cn3C2CC2)CC1)Nc1ccc(C(=O)/C=C/c2ccccc2)cc1	15	4.1*	nt	54	59	32	86	14
C=CCNc1ccc2c3c(cccc13)C(=O)N(c1cccc(-c3nn(-c4ccccc4)cc3-c3nc4ccccc4s3)c1)C2=O	87	106	90	99	109	106	104	90

Carrying on.
Abbreviations: A = HOP-92; B = A549/ATCC; C = EKVX; D = SK-MEL-2; E = HOP-62; F = M14; G = SK-MEL-28; H = SK-MEL-5
Cc1cc(=O)n(C(=S)Nc2ccc(Cl)cc2)c2cc(O)ccc12
  A = 85	B = 106	C = 95	D = 104	E = 84	F = 108	G = 114	H = 95
COC(=O)C1=C(C(=O)c2ccco2)C(c2cc(OC)c(OC)c(OC)c2)C(C#N)=C(N)O1 (stereo unspecified)
  A = 95	B = 99	C = 105	D = 101	E = 106	F = 98	G = 108	H = 101
COc1cc(/C=C/C(=O)Nc2cccnc2Nc2cc(OC)c(OC)c(OC)c2)cc(OC)c1OC
  A = nt	B = 85	C = 92	D = 96	E = 106	F = 100	G = 103	H = 94
CCCS(=O)(=O)Oc1ccc(C(=O)CC2(O)C(=O)Nc3ccccc32)cc1 (stereo unspecified)
  A = 28	B = 100	C = 96	D = 124	E = 89	F = 98	G = 110	H = 99
CC(C(=O)O)N1C2=NC(=O)C(C#N)C(c3ccc(Cl)cc3)N2NC1(C)c1ccccc1O (stereo unspecified)
  A = 29	B = 42	C = 17	D = 66	E = 43	F = 49	G = 61	H = 23
O=C(c1nc2ccccc2[nH]1)C1C(c2cccc(F)c2)C2CC3CCCCC3N2[C@@]12C(=O)Nc1cc(Cl)ccc12 (stereo partly specified)
  A = 46	B = 26	C = 36	D = 61	E = 68	F = 30	G = 61	H = 42
CCOC(=O)C(N=Nc1ccccc1)C(C)=O (stereo unspecified)
  A = nt	B = 103	C = 97	D = 106	E = 95	F = 101	G = 103	H = 107
Cc1ccccc1C(CC(=O)c1ccccc1)c1ccccc1 (stereo unspecified)
  A = 74	B = 98	C = 91	D = 92	E = 113	F = 96	G = 109	H = 98
Cc1cccc[n+]1CCC[n+]1ccccc1C
  A = 86	B = 96	C = 95	D = 100	E = 85	F = 89	G = 103	H = 101
O=[N+]([O-])c1ccc(/C=C/c2nc3ccccc3n3c(=S)[nH]nc23)cc1
  A = 68	B = 77	C = 71	D = 86	E = 80	F = 84	G = 83	H = 62
O=C1C=Cc2ccccc2/C1=C/c1[nH]c(=O)[nH]c1O
  A = 46	B = 82	C = 70	D = 23	E = 41	F = 22	G = 31	H = nt
COc1ccc(NC(=O)Cn2cc(CN3C(=O)c4ccc([N+](=O)[O-])cc4C3=O)nn2)cc1
  A = 86	B = 102	C = 105	D = 112	E = 107	F = 108	G = 110	H = 102
O=C(NNC(=O)c1cccc2ccccc12)c1cccc(Br)c1
  A = 95	B = 97	C = 123	D = 101	E = 108	F = 102	G = 109	H = 106
CCCCC(=O)Nc1ncc(Cc2ccccc2Cl)s1
  A = 51	B = 41	C = 58	D = 56	E = 43	F = 22	G = 58	H = 38

Outcome played no part in choosing rows, and some 11% of all compounds hit somewhere here.
